# Compound activity (PubChem)
# NS5 inhibitors – Dengue-2 NS5 methyltransferase inhibitors, primary screen, biochemical, confirmation dose response (AID 588689). Dengue-2 NS5 methyltransferase capping enzyme assay, biochemical; higher % means a stronger effect. one-dose inhibition, % at 25 µM; IC50 in µM for titrated hits. actives 0.3% (n = 340,000); in the data active = a potency from the dose series
# NOD1 NF-kB reporter – inhibition of NOD1-driven NF-kB reporter – cell-based, luminescence, uHTS, primary screen (AID 1578); NOD1-driven NF-kB luciferase reporter cells, luminescence; higher % means a stronger effect; actives 1% (n = 290,000); inhibition, % at 4 µM; hits with a dose series show EC50 in µM; in the data active = inhibition mostly above about 36%, no sharp cut-off; inactive = mostly below about 34%;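 note: HEK-293T reporter cells stimulated with the NOD1 agonist gamma-tri-DAP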
# GPR55 beta-arrestin – GPR55 agonists via beta-arrestin recruitment, primary screen, imaging, U2OS cells, beta-arrestin-GFP redistribution (AID 1961); activation, % at 10 µM, or EC50 in µM where a hit was titrated; actives 0.048% (n = 290,000); U2OS GPR55 beta-arrestin-GFP redistribution imaging; higher % means a stronger effect;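 active = activation above 40% with more than 50 cells counted in the well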;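 note: U2OS osteosarcoma cells stably expressing GPR55 and beta-arrestin-GFP; plate controls were DMSO negative control for no effect and LPI positive control for full effect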
# KOR beta-arrestin-1 – kappa opioid receptor activators – cell-based, luminescence, uHTS, primary screen (AID 1777); KOR beta-arrestin recruitment, luminescence; higher % means a stronger effect; one-dose activation, % at 10 µM; EC50 in µM for titrated hits; actives 0.02% (n = 280,000); in the data active = activation above about 50%, passing the limit was not always enough; note: a part of the inactive calls stands beside numbers as strong as those of hits
# HIV fusion peptide – inhibitors of HIV fusion peptide binding, primary screen, biochemical, uHTS, fluorescence dequenching (AID 1986). cell-free peptide binding, fluorescence dequenching, 30 min; higher % means a stronger effect. one-dose inhibition, % at 20 µM; IC50 in µM for titrated hits. actives 0.3% (n = 290,000); in the data active = inhibition mostly above about 52%, no sharp cut-off; inactive = mostly below about 76%; note: some results filed as inactive read as strong as hits
# GPR35 arrestin U2OS – inhibition of zaprinast-stimulated GPR35 beta-arrestin translocation – imaging, U2OS, beta-arrestin-GFP, zaprinast agonist, primary screen (AID 2058); actives 0.052% (n = 290,000); inhibition, % at 10 µM; hits with a dose series show IC50 in µM; U2OS GPR35 beta-arrestin-GFP translocation imaging, zaprinast antagonism; higher % means a stronger effect;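 active = inhibition of at least 50% with at least 30 cells and total cytoplasm GFP at most 10,000,000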
# West Nile antiviral – inhibition of WNV-induced cytopathic effect – cell-based, CPE readout (AID 1621); West Nile virus-infected cells, CPE inhibition; higher % means a stronger effect; CPE inhibition, % at 10 µM; hits with a dose series show IC50 in µM; actives 0.02% (n = 290,000); in the data active = a potency from the dose series; note: strong numbers were not always called active
# KOR beta-arrestin-2 – kappa opioid receptor blockers – cell-based, luminescence, uHTS (AID 1778); KOR beta-arrestin recruitment, luminescence, antagonist mode; higher % means a stronger effect; inhibition, % at 10 µM, or IC50 in µM where a hit was titrated; actives 0.091% (n = 290,000); in the data active = inhibition above about 50%; note: strong numbers were not always called active
# GPR55 LPI antagonism – inhibition of LPI-stimulated GPR55 beta-arrestin translocation – imaging, U2OS, beta-arrestin-GFP, LPI agonist, primary screen (AID 2013); U2OS GPR55 beta-arrestin-GFP translocation imaging, LPI antagonism; higher % means a stronger effect; one-dose inhibition, % at 10 µM; IC50 in µM for titrated hits; actives 0.13% (n = 290,000);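 active = spots per cell inhibited over 60%, with over 100 cells counted and total cytoplasm intensity under 500,000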;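 note: U2OS cells stably carrying GPR55 and arrestin-GFP stimulated by 5 µM LPI near EC80; imaged beta-arrestin-GFP aggregate spots per cell after agonist stimulation; plate controls were LPI-stimulated DMSO wells for no effect and DMSO wells without LPI for full effect; some results filed as inactive read as strong as hits; confirmed hits need IC50 under 10 µM and bright autofluorescent wells are also inconclusive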
# * marks the source's active call; other numbers are inactive results; · = no result given; [ ] = another dose, or the depositor's remark.
# Start of the listing, in advance (4 entries):
HIV fusion peptide	GPR55 beta-arrestin	GPR35 arrestin U2OS	NS5 inhibitors	KOR beta-arrestin-1	West Nile antiviral	GPR55 LPI antagonism	KOR beta-arrestin-2	NOD1 NF-kB reporter	SMILES
0.2%	0.7%	2%	-2%	-6.2%	-0.9%	11%	-4%	-28%	COc1ccccc1OCCC(=O)OCC(=O)Nc1cc(S(=O)(=O)N2CCOCC2)ccc1Cl
1.1%	0.4%	10%	-5%	-8.3%	0.4%	13%	0%	-32%	COc1ccccc1N1CCN(C2CCN(S(=O)(=O)c3ccc(NC(C)=O)cc3)CC2)CC1
-1.5%	0.3%	-8%	-6%	-0.6%	-0.4%	5%	-23%	6%	O=C1CCCc2ccccc2N1Cc1ccc(Cl)cc1Cl
28%	-0.2%	10%	·	2.6%	0.2%	21%	-10%	-9%	Cc1ccc(-n2c(N)c(C(=O)Nc3c(C)n(C)n(-c4ccccc4)c3=O)c3nc4ccccc4nc32)cc1C

# The list itself, from the start:
HIV fusion peptide	GPR55 beta-arrestin	GPR35 arrestin U2OS	NS5 inhibitors	KOR beta-arrestin-1	West Nile antiviral	GPR55 LPI antagonism	KOR beta-arrestin-2	NOD1 NF-kB reporter	SMILES
0.2%	0.7%	2%	-2%	-6.2%	-0.9%	11%	-4%	-28%	COc1ccccc1OCCC(=O)OCC(=O)Nc1cc(S(=O)(=O)N2CCOCC2)ccc1Cl
1.1%	0.4%	10%	-5%	-8.3%	0.4%	13%	0%	-32%	COc1ccccc1N1CCN(C2CCN(S(=O)(=O)c3ccc(NC(C)=O)cc3)CC2)CC1
-1.5%	0.3%	-8%	-6%	-0.6%	-0.4%	5%	-23%	6%	O=C1CCCc2ccccc2N1Cc1ccc(Cl)cc1Cl
28%	-0.2%	10%	·	2.6%	0.2%	21%	-10%	-9%	Cc1ccc(-n2c(N)c(C(=O)Nc3c(C)n(C)n(-c4ccccc4)c3=O)c3nc4ccccc4nc32)cc1C
1.9%	0.2%	4%	·	-2.2%	0.9%	2%	-17%[20 µM]	16%	COc1cc(C(=S)NCc2ccccc2)cc(Br)c1O
2.7%	-0.1%	-2%	-3%	1.4%	-0.4%	6%	-6%	-19%	CCN1CCCC1CNCc1ccc(Cl)cc1Cl (centres undefined)
-1.2%	0.5%	9%	-15%	0.0%	-1.8%	30%	12%	-15%	C/C=C/c1ccc(OCCN2CCc3ccccc3C2)c(OC)c1
1.0%	0.3%	5%	-2%	0.2%	0.1%	12%	-14%	-26%	CCOC(=O)c1ccc2nc(NC(NC(C)=O)(C(=O)OC)C(F)(F)F)sc2c1 (centres undefined)
0.6%	-0.1%	4%	3%	0.2%	1.0%	-1%	-15%	-10%	COc1ccc(C2=NN(C(=O)c3ccco3)C(c3ccco3)C2)cc1OC (centres undefined)
2.2%	0.1%	-9%	-4%	-7.6%	0.0%	10%	6%	-10%	COc1cc(C(=O)NC(C)Cc2cccs2)cc(OC)c1OC (centres undefined)
0.6%	-0.1%	-4%	5%	-2.8%	0.8%	0%	-20%	0%	NC(=O)c1cnn(-c2cccc(Cl)c2)c1N
0.2%	-0.1%	16%	-1%	-5.4%	-0.4%	10%	44%	-26%	COc1cc(NS(=O)(=O)c2ccc(NC(=O)c3ccco3)cc2)nc(OC)n1
-3.3%	-1.0%	16%	-1%	-8.7%	0.2%	-2%	-46%	5%	O=C(O)CSc1ccccn1
-1.9%	0.1%	4%	-6%	-1.8%	-0.3%	-6%	4%	-14%	CSCc1ccc(C(=O)NCc2ccc(C)cc2)cc1
0.3%	-0.3%	-1%	-4%	0.4%	0.2%	-1%	-22%	-15%	O=C(NCc1ccccc1Cl)C1CCN(C(=O)c2sccc2-n2cccc2)CC1
-2.0%	-0.3%	5%	-10%	-2.1%	0.5%	-6%	12%	3%	S=C1NC2(CCCC2)Nc2ccccc21
-1.6%	0.5%	-11%	5%	6.5%	1.6%	13%	38%	-11%	CC(C)(C)C1CCC(=NNc2ccc(S(N)(=O)=O)cc2[N+](=O)[O-])CC1 (centres undefined)
-0.3%	-0.4%	-4%	-5%	-0.3%	-0.3%	-2%	3%	-50%	O=C(CSc1nc(-c2ccc(F)cc2)cs1)NCCN1C(=O)CSC1=O
-1.0%	0.4%	12%	-5%	3.6%	0.0%	14%	-25%	3%	OC(COc1cccc2ccccc12)CN1CCN(c2ccccn2)CC1 (centres undefined)
-2.0%	0.0%	-3%	-7%	-0.4%	0.0%	-5%	-12%	-22%	COCc1ccc(C(=O)NC2CC(C)(C)Cc3c2cnn3-c2ccc(OC)cc2)o1 (centres undefined)
0.5%	1.2%	-9%	2%	-0.8%	0.3%	3%	-21%	-18%	O=C(CCc1ccccc1)NCCSc1ccccc1
-0.3%	-0.3%	3%	-2%	0.4%	-0.4%	3%	-20%	8%	Cc1ccc(CC(=O)NCCS(=O)c2ccc(C)cc2)cc1 (centres undefined)
0.4%	0.2%	7%	-5%	-1.5%	-1.0%	0%	-16%	-3%	Cn1nccc1C(=O)N1CCCC(N2CCN(c3cccc(C(F)(F)F)c3)CC2)C1 (centres undefined)
3.0%	1.8%	3%	-2%	-2.2%	0.6%	-1%	-21%	-9%	CCSc1nc2c(cnn2-c2ccc(C)cc2)c(=O)[nH]1
-1.5%	0.0%	13%	-3%	0.3%	-0.7%	5%	-68%	-14%	COc1ccc(C2=NN(C(=O)c3cccs3)C(c3ccccc3O)C2)cc1 (centres undefined)
-1.7%	-0.1%	2%	-10%	-3.2%	-0.3%	0%	12%	16%	CC(=O)N(c1c(C)n(C)n(-c2ccccc2)c1=O)C1(C(=O)NC2CCCCC2)CCCCC1
1.3%	0.0%	17%	-2%	-12%	-0.3%	5%	-26%[20 µM]	-28%	CC(=O)c1c(-c2ccccc2)c2ccccc2[nH]c1=O
20%	0.0%	-9%	7%	-1.9%	0.3%	3%	-2%	6%	O=C1CC(c2ccco2)CC(O)=C1C=Nc1cc(Cl)cc(Cl)c1 (centres undefined)
-0.7%	0.0%	15%	0%	5.2%	-1.0%	-6%	-18%	-5%	CCOC(=O)c1c(NC(=O)CN2CCN(c3ccc(Cl)cc3)CC2)sc(C)c1C
0.2%	-0.2%	-5%	-3%	8.6%	0.5%	5%	-36%	-46%	CC(C)C(=O)Nc1nnc(Cc2ccccc2)s1
1.2%	0.2%	6%	-6%	2.7%	-0.9%	15%	-16%	-3%	COc1cccc(/C=C(/C(=O)OCC(=O)NC2CCCCCCC2)c2ccccc2)c1
1.8%	0.2%	14%	-4%	2.6%	-0.1%	0%	41%	-22%	CN(C(=O)c1ccccc1)C1(C)CCS(=O)(=O)C1 (centres undefined)
0.3%	0.8%	5%	3%	4.4%	0.0%	1%	-4%	-2%	O=C(Cn1cnnn1)NCc1ccccc1
0.9%	-0.4%	-3%	-5%	-1.0%	-0.1%	-9%	-11%	-35%	O=C(Nc1ccncc1)c1ccc(C(=O)Nc2ccncc2)cc1
7.3%	-0.1%	15%	·	-2.8%	-0.1%	4%	-20%[20 µM]	-17%	COCc1cc(C)nc(N/N=C/c2ccc(-c3cc(C(=O)O)ccc3Cl)o2)c1C#N
-1.4%	-0.1%	2%	-6%	-7.8%	0.5%	7%	3%	-46%	O=c1[nH]cnc2sc(-c3ccccc3)cc12
-1.6%	-0.2%	2%	-4%	-0.2%	0.1%	-7%	-36%[20 µM]	-14%	O=C(COc1ccc(Cl)cc1)NCc1ccc(F)cc1
-1.6%	0.2%	18%	-2%	·	-0.6%	-2%	-16%[20 µM]	-17%	O=C(c1ccc(Cl)c([N+](=O)[O-])c1)N1CCN(c2ccccc2)CC1
-2.5%	0.9%	-13%	-10%	-1.8%	·	4%	-6%	-4%	COc1ccccc1C1CC(c2ccc(NS(C)(=O)=O)cc2)=NN1C(=O)c1ccccc1 (centres undefined)
-1.1%	-0.1%	-7%	-5%	-0.8%	-0.6%	-3%	-10%	·	CCOC(=O)c1c(NC(=O)CSc2nnc(Cc3csc(N)n3)n2C)sc(C)c1C
0.5%	-0.1%	-13%	-8%	15%	0.1%	-8%	-9%	-14%	Cc1ccc(CN2C3=NC(=O)CN3c3ccccc32)cc1
0.1%	-0.2%	-12%	3%	1.3%	0.0%	7%	-38%	-9%	Cn1c(C(=O)N2CCCC(Nc3ccc(F)cc3)C2)cc2ccccc21 (centres undefined)
1.7%	0.2%	7%	-3%	4.8%	-0.6%	14%	-26%	-11%	CCOC(=O)c1cccc(NC(=O)CCNS(=O)(=O)c2cc(Br)cnc2N)c1
-1.5%	0.7%	-10%	-4%	-0.3%	0.3%	-10%	18%	-4%	CC(C)(C)OC(=O)NCCNC(=O)c1cccs1
1.5%	-0.1%	-9%	0%	0.2%	-0.8%	8%	-30%	-30%	CC1(C)CC(=O)C/C(=N/NC(=O)COc2ccc3ccccc3c2Br)C1
0.4%	-0.2%	-2%	-4%	-0.2%	-0.7%	4%	0%	10%	O=C(NCc1ccc(F)cc1)C1CCN(S(=O)(=O)c2cccc3nonc23)CC1
-0.6%	-0.4%	-12%	-4%	-1.2%	-0.1%	1%	-6%	-6%	O=C(COC(=O)CCc1ccc(S(=O)(=O)N2CCOCC2)cc1)Nc1cccc(Cl)c1
0.7%	0.0%	2%	-3%	2.7%	-0.7%	1%	15%	·	COc1cccc(-c2noc(CCC(=O)NC3CCCCC3)n2)c1
-1.2%	-0.2%	-2%	-2%	10%	0.3%	-5%	-13%	-10%	CN1C(=S)SC(C)(C)C1NO (centres undefined)
1.1%	-0.3%	-5%	-4%	-5.5%	-0.2%	6%	-20%	-20%	Cc1cc(CSc2ccccc2)ccc1NC(=O)COc1ccccc1C
0.9%	-0.1%	14%	-4%	-3.8%	0.3%	-10%	-15%	-41%	CN1CCN(C2CCCCCC2)CC1
-0.2%	0.2%	-18%	1%	-0.9%	-0.1%	4%	6%	0%	CCOC(=O)c1cnn(-c2nc(SC)nc3sc4c(c23)CCCC4)c1N
-2.0%	0.2%	7%	-5%	·	-0.8%	8%	-13%[20 µM]	46%	CC1CCN(C(=O)c2[nH]cnc2C(=O)NCC(=O)OCc2ccccc2)CC1
1.0%	-0.1%	16%	-3%	5.2%	-0.1%	2%	-9%	-15%	Cn1c(SCC(=O)Nc2nnc(-c3ccccc3)o2)nnc1C1CC1
-1.3%	0.2%	-13%	1%	5.4%	-0.2%	-16%	-27%	-10%	COc1cc(Cn2c(-c3nonc3N)nc3ccccc32)ccc1C
-4.4%	·	15%	2%	-2.8%	-0.5%	2%	-6%	8%	COc1ccc(C2C(C(=O)c3ccc(C)o3)=C(O)C(=O)N2Cc2cccnc2)cc1 (centres undefined)
6.7%	0.2%	13%	-7%	0.7%	-0.4%	12%	7%	-14%	CC(NC(=O)Nc1ccccc1O)(C(F)(F)F)C(F)(F)F

# A portion of the library (hit frequency here may not be typical).
